Screening data (PubChem BioAssay)
XiGFP reactiv: X-chromosome reactivation activator; XiGFP mouse fibroblasts, % GFP-positive cells imaging, 3 d; cells co-treated with 5-aza-dC sensitizer; scaled so ellipticine positive control = 100%; activation, % at 7.58 µM; actives 0.055% (n = 360,000); AID 743238;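 active = mean normalized replicate activation at least 10% and every replicate at or above 10%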;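 note: 0% = median of on-plate neutral control wells and 100% = ellipticine 6 µM median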
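System: SV40-immortalized XiGFP fibroblast cells, line 68-5-11 / Incubation: 3-day compound exposure, then 15 min fixation at room temperature / Compound: single concentration per compound, delivered by pin transfer / Buffer or medium: DMEM plus 5-aza-dC sensitizer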
GSIS activator: GLuc luminescence reporter in INS-1E cells, primary screen for activators of glucose-dependent secretion of insulin | AID 743287 | activation, % at 16.6 µM | INS-1E GLuc reporter insulin secretion, 2-3 h | actives 0.61% (n = 370,000);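 active = lowest replicate activation of at least 40%, so every replicate reaches that level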;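 note: 0% = median of neutral control wells and 100% = median of IBMX positive control wells; some compounds called inactive have numbers as strong as hits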
* marks the source's active call; other numbers are inactive results. The list is partial (hit frequency here may not be typical).

Results follow in this order: XiGFP reactiv | GSIS activator
1. O=C(/C=C/c1ccccc1)NC(NC(=S)Nc1ccc(C(=O)O)cc1)C(Cl)(Cl)Cl (configuration not stated)
→ 0.1 | -19.9
2. CN1C(=O)[C@@H]2[C@@H]3C[C@@H]([C@H]4ON=C(c5ccc(Cl)cc5Cl)[C@@H]34)[C@@H]2C1=O
→ -0.1 | -4.9
3. COC(=O)c1c(N2C(=O)[C@H]3[C@@H](C2=O)[C@]2(C(=O)Nc4c(C)cccc42)N2CCC[C@@H]32)sc(C)c1C
→ 0.2 | -17.6
4. Cc1cccc(-n2nc3c([n+]2[O-])CCc2nonc2-3)c1C
→ -0.1 | -6.1
5. O=C(Nc1ccn(Cc2ccccc2)n1)c1n[nH]c([N+](=O)[O-])c1Cl
→ -0.1 | -17.1
6. CCCCC(=O)Nc1cccc(NC(=S)NC(C)=O)c1
→ 0.0 | 10.1
7. CC(=O)Nc1ccc2c(c1)CC(=O)N(C)C[C@@H](C)[C@H](CN(C)S(C)(=O)=O)O2
→ 0.2 | 24.0
8. C/C(=N\NC(=O)c1ccccc1F)c1ccc2c(c1)Nc1ccccc1S2
→ 0.5 | -23.9
9. Cc1ccccc1OCc1nc(-c2ccc(NC(=O)c3cccs3)cc2)no1
→ 0.0 | 29.2
10. COc1cc(OC)c(NS(=O)(=O)c2cc(C(=O)OC(C)C(=O)NC3CC3)c(Cl)cc2Cl)cc1Cl (configuration not stated)
→ 0.1 | -4.2
11. C[C@@H]1C/C=C/C[C@H](c2ccc3c(c2)OCO3)NC(=O)[C@@H](C)N(C)C(=O)c2ccccc2O1
→ 0.0 | -5.9
12. CC(=O)Nc1ccc2c(c1)C(=O)N(C)C[C@@H](C)[C@@H](CN(C)C(=O)OC(C)(C)C)O2
→ 0.1 | 33.7
13. C=C(C)c1cccc(C(C)(C)NC(=O)Nc2ccc(Cl)cn2)c1
→ -0.1 | -27.0
14. COc1ccc2c3c(n(C)c2c1)[C@H](CO)N(C(C)=O)CC31CCN(C(=O)Nc2ccc(F)cc2)CC1
→ 0.2 | -15.7
15. COC(=O)C1=C(C(=O)OC)C(c2cc(Br)ccc2O)c2sc(=O)[nH]c2S1 (configuration not stated)
→ 0.0 | -19.9
16. COc1ccc(-c2cn3cccnc3n2)cc1NC(=O)c1cccs1
→ 0.0 | 8.9
17. C[C@H](CO)N1C[C@H](C)[C@@H](CN(C)Cc2ccc(-c3ccccc3)cc2)Oc2c(NC(=O)CCC(F)(F)F)cccc2C1=O
→ -0.1 | -19.9
18. Cc1nnc(NC(=O)/C=C/c2ccco2)s1
→ -0.1 | 15.2
19. COc1ccc(NC(=O)N2CCC3(CC2)CN(CC2CC2)[C@@H](CO)c2c3c3ccc(OC)cc3n2C)cc1
→ 0.2 | -5.3
20. CC(C)(C)c1ccc(/C=C/C(=O)Nc2ncccn2)cc1
→ 0.2 | -8.3
21. C[C@@H]1C(=O)N[C@@H](c2ccc3c(c2)OCO3)CC=CC[C@H](C)Oc2ccccc2C(=O)N1C (mixture of isomers)
→ 0.1 | -7.3
22. COc1cccc2c1OCC/C2=N\NC(=O)COc1ccccc1C
→ 0.0 | -0.7
23. Cc1ccsc1C(=O)Nc1cccc(S(=O)(=O)N(C)C)c1
→ 0.4 | 11.8
24. C/C(CC(=O)NC1CCCC1)=N\NC(=O)c1ccc([N+](=O)[O-])c(Cl)c1
→ -0.1 | 12.1
25. CC12CCC(C(N)=O)(C1Br)C2(C)C (configuration not stated)
→ 0.9 | 19.2
26. Cc1ccc(-c2nc3ncccc3o2)cc1NC(=O)CC(C)C
→ 0.0 | 12.5
27. COc1ccc2c3c([nH]c2c1)[C@@H](CO)N(C(=O)CN1CCOCC1)CC31CN(C)C1
→ 0.4 | 25.8
28. CC(C)Sc1nnc(CNC(=O)C23CC4CC(CC(C4)C2)C3)n1C1CCCCC1
→ -0.2 | -24.3
29. CC(C)(C)c1ccc(CS(=O)CC(O)CO)cc1 (configuration not stated)
→ 0.3 | 0.6
30. CN(C)S(=O)(=O)c1ccc(C(=O)NC(=O)CSc2ccccc2)cc1
→ 0.2 | -8.5

Carrying on:
Results follow in this order: XiGFP reactiv | GSIS activator
31. CCc1cc(C(c2ccc(OC)c(OC)c2)N2CCOCC2)c(NC(=O)c2ccccc2)s1 (configuration not stated)
→ 0.1 | -21.3
32. CC(C)NC(=O)C1(c2ccccc2)CC1(Cl)Cl (configuration not stated)
→ 0.0 | 17.1
33. CCN(CC)S(=O)(=O)c1cccc(NC(=O)COC(=O)CCC(=O)c2ccc(F)cc2)c1
→ 0.0 | -19.0
34. COCCn1c(C)cc(C(=O)COC(=O)c2ccc[nH]c2=O)c1C
→ -0.2 | 8.3
35. C[C@H](CO)N1C[C@H](C)[C@@H](CN(C)C(=O)Nc2ccc3c(c2)OCO3)Oc2c(NC(=O)Cc3cn(C)c4ccccc34)cccc2C1=O
→ -0.6 | -12.7
36. Cc1ccccc1NC(=O)CSc1nc(N)c2c3c(sc2n1)CSC(C)(C)C3
→ -0.1 | -29.5
37. COc1ccc2c3c(n(C)c2c1)[C@H](CO)N(C(=O)CN1CCOCC1)CC31CCN(C(=O)CC2CC2)CC1
→ 0.5 | 10.1
38. CCc1c(C)sc(NC(=O)Cn2nc(C)c([N+](=O)[O-])c2C)c1C(N)=O
→ 0.0 | -2.4
39. C=CCn1c(SCc2cc(=O)n3cc(C)ccc3n2)nnc1-c1cccc(C)c1
→ 0.9 | 24.9
40. COc1ccc(C(=O)NC(NC(=O)c2ccc(OC)c(OC)c2)c2ccccc2F)cc1OC
→ 0.1 | 31.3
41. O=C(C[C@@H]1C[C@@H]2c3cc(NC(=O)NC4CCCCC4)ccc3O[C@@H]2[C@H](CO)O1)NC1CCCC1
→ 0.0 | -1.7
42. Cc1ccccc1C(=O)NNC1CC(=O)N(c2ccc3c(c2)OCCO3)C1=O (configuration not stated)
→ 0.0 | -0.1
43. CNC[C@@H]1Oc2c(NC(C)=O)cccc2C(=O)N(C)C[C@H]1C
→ 0.0 | -0.5
44. COc1ccc(S(=O)(=O)N(C)C[C@@H]2Oc3c(NC(=O)c4ccc(-c5nccs5)cc4)cccc3C(=O)N([C@@H](C)CO)C[C@H]2C)cc1
→ -0.1 | 1.6
45. Cc1c(N)c(C(C)(C)C)cc(C(C)(C)C)c1[N+](=O)[O-]
→ -0.1 | -30.0
46. C/C(=N\NC(=O)CC#N)c1cc2ccccc2oc1=O
→ 0.0 | 5.1
47. COc1ccc2c3c(n(C)c2c1)[C@H](CO)N(Cc1cccnc1)CC31CCN(C(=O)NC(C)C)CC1
→ 0.0 | -0.3
48. Cc1cc(C)n(-c2ccc(C(=O)Nc3ccc(C)c(S(=O)(=O)N(C)C)c3)cc2)n1
→ 0.0 | -13.4
49. CC1(C)CC(=O)C2=C(C1)NC1=C(C(=O)c3ccccc31)C2c1ccc(O)cc1 (configuration not stated)
→ 0.2 | 8.4
50. Nc1c(Cl)ncnc1N/N=C/c1ccccn1
→ 0.3 | 24.7
51. CCCC#Cc1ccc([C@@H]2[C@@H](CO)N3C(=O)CN(C(=O)c4cccc(F)c4)C[C@@H]23)cc1
→ 0.1 | -14.8
52. O=C(NCCc1c[nH]c2ccccc12)/C(=C\c1cccnc1)NC(=O)c1cccs1
→ 0.0 | 9.2
53. CC(C)NC(=O)NCC[C@@H]1CC[C@H](NS(=O)(=O)c2ccccc2)[C@H](CO)O1
→ -0.5 | 26.6
54. N#C[C@@H]1[C@@H](c2ccccc2-c2cccc(F)c2)[C@H](CO)N1C(=O)CN1CCOCC1
→ 0.0 | 7.7
55. CCOc1ccc(/C=N/NC(=O)c2cc(-c3ccco3)nc3ccccc23)cc1
→ 0.3 | 68.5*
56. CC(=O)NS(=O)(=O)c1ccc(NC(=O)CN2C(=O)C3C4C=CC(C4)C3C2=O)cc1 (configuration not stated)
→ -0.3 | 16.9
57. O=[N+]([O-])c1cccc2ccc(/C=C/c3cccc(Br)c3)nc12
→ 0.2 | -25.6
58. Cc1cc([N+](=O)[O-])ccc1NC(=O)C(C)[n+]1ccccc1 (configuration not stated)
→ 0.1 | 2.7
59. O=C(C[C@@H]1C[C@@H]2c3cc(NC(=O)Cc4ccncc4)ccc3O[C@@H]2[C@@H](CO)O1)NCCc1ccccc1
→ -0.1 | -35.9
60. COc1ccc(C)cc1NC(=O)CN(C)S(=O)(=O)c1cc(C)ccc1OC
→ 0.0 | 4.0

(cont.)
Results follow in this order: XiGFP reactiv | GSIS activator
61. COc1cc2c(cc1OC)CN(c1nc(CN3CCOCC3)nc3sc4c(c13)CCCC4)CC2
→ 0.9 | -30.5
62. COc1ccccc1NS(=O)(=O)c1cccc(NC(=O)NC2CCCCC2)c1
→ 0.0 | -26.7
63. O=C(Nc1cccnc1)/C(N=Nc1c(Cl)cccc1Cl)=C(\O)c1ccccc1
→ 0.2 | 34.6
64. O=C(CC1Nc2cccc3cccc(c23)NC1=O)Nc1ccccc1 (configuration not stated)
→ 0.0 | -18.3
65. C[C@@H]1COCc2cnnn2CC[C@@H](Cc2ccccc2)C(=O)N1
→ 0.1 | 12.9
66. COc1ccc2nc(C)cc(SCC(=O)N/N=C/c3ccc(O)cc3O)c2c1
→ 0.7 | 5.5
67. COc1ccc(C[C@H]2CCn3cc(nn3)COC[C@H](C)NC2=O)cc1
→ 0.1 | -4.2
68. COC(=O)C1=C(NC(=O)CCCCl)CCS1
→ 0.0 | -15.9
69. CCOC(=O)N/N=C/c1c(C)nn(-c2cccc(C(F)(F)F)c2)c1Cl
→ 1.3 | -38.5
70. CCC(C)(C(=O)Nc1ccccc1C)N(C(=O)CNC(C)=O)c1ccccc1C (configuration not stated)
→ 0.4 | 3.8
71. COc1ccc2c3c(n(C)c2c1)[C@@H](CO)N(C(=O)Nc1ccc(F)cc1)CC31CN(C)C1
→ 0.4 | -17.9
72. CCN1Cc2cc(C(=O)NCCN3CCCC3)nc(-c3cccc(C4=CCCC4)c3)c2[C@H]1CCO
→ -0.1 | -15.4
73. C/C=C/c1ccc(OCCOc2cc(C=O)ccc2OC)c(OC)c1
→ 0.0 | 2.1
74. COc1ccc2c3c([nH]c2c1)[C@H](CO)N(Cc1ccc(F)cc1)CC31CN(C)C1
→ 0.0 | -3.0
75. CC(C)Cc1csc(NC(=O)c2ccc(F)cc2)c1C(=O)O
→ 0.0 | 10.3
76. C[C@@H]1CN(C)C(=O)c2cc(N(C)C)ccc2O[C@H]1CN(C)S(C)(=O)=O
→ 0.1 | 29.0
77. CC(C)NC(=O)N(C)C[C@H]1Oc2ccccc2CC(=O)N(C)C[C@H]1C
→ -0.1 | -1.4
78. O=C(COC(=O)C1CCN(S(=O)(=O)c2ccc3c(c2)OCCO3)CC1)Nc1ccc(C(F)(F)F)cc1
→ 0.0 | -29.8
79. CCCOc1ccc(-c2cn3ccccc3n2)cc1[N+](=O)[O-]
→ 0.1 | -10.8
80. O=C(CN1C(=O)NC2(CCCCC2)C1=O)Nc1ccc(N2CCOCC2)cc1
→ 0.1 | 20.2
81. COCCn1c(SCC(=O)Nc2ccccc2C)nc2c(oc3ccccc32)c1=O
→ -0.1 | -0.5
82. CCC(C)(C(=O)Nc1ccccc1C)N(C(=O)CNC(C)=O)c1ccc(C)cc1 (configuration not stated)
→ 0.2 | 21.2
83. O=C(c1cccc(F)c1)N1CC2(C1)[C@@H](c1ccccc1)[C@H](CO)N2C(=O)C1CCCC1
→ 0.1 | -10.3
84. Cc1nc(N2CCOCC2)nc(N2CCCCC2)c1[N+](=O)[O-]
→ -0.1 | 7.1
85. CCOC(=O)Cc1cc(-c2ccc(OC)cc2)nc2ccc3ccccc3c12
→ 0.3 | -18.9
86. Cc1ccc(N(C(=O)c2ccc(CN3CCOCC3)o2)C(C(=O)NCCC(C)C)c2cccs2)c(C)c1 (configuration not stated)
→ -0.1 | -8.7
87. Cc1cccc(C(=O)N/N=C/C(C)Cc2ccc3c(c2)OCO3)c1 (configuration not stated)
→ -0.1 | -11.3
88. C[C@@H]1CN(C)C(=O)c2cccc(N(C)C)c2O[C@@H]1CN(C)S(C)(=O)=O
→ 0.2 | -4.8
89. Fc1ccc(CNCc2ccc(Br)cc2)cc1
→ 0.1 | 18.2
90. COc1ccc(/C=C/C(=O)Nc2nonc2NC(C)=O)cc1
→ 0.1 | 5.3

(list continues)
Results follow in this order: XiGFP reactiv | GSIS activator
91. Cc1ccc(C)c(S(=O)(=O)N2CCCOC2CNC(=O)C(=O)NCc2ccco2)c1 (configuration not stated)
→ 0.0 | 1.1
92. O=C(COc1ccc(Cl)cc1Cl)NN=C1c2ccccc2-c2ccccc21
→ -0.1 | -10.9
93. C[C@H]1CN(C)C(=O)c2cccc(NS(C)(=O)=O)c2O[C@@H]1CN(C)S(C)(=O)=O
→ 0.3 | -5.4
94. Cc1ccccc1CNC(=O)c1ccc(Cl)c([N+](=O)[O-])c1
→ 0.0 | -25.4
95. C/C(=N\Nc1ccc([N+](=O)[O-])cc1)c1ccc2c(c1)OCO2
→ 0.0 | -9.6
96. COc1ccc(Nc2nc(C)c(-c3ccccc3)s2)cc1
→ 0.3 | 4.7
97. CN(C)C(=O)c1ccc(-c2ccccc2[C@H]2[C@@H](CO)N(C(=O)C3CC3)[C@H]2C#N)cc1
→ 0.0 | -3.9
98. Cc1ccc(-c2nnc(N)s2)cc1
→ -0.1 | -8.8
99. O=[N+]([O-])c1cccc(-c2n[nH]c(=S)n2Cc2ccccc2)c1
→ -0.2 | 18.8

Whole records as entered above. Screens in order: XiGFP reactiv, GSIS activator
Record of CN(C)C(=O)c1ccc(-c2ccccc2[C@H]2[C@@H](CO)N(C(=O)C3CC3)[C@H]2C#N)cc1 : 0.0, -3.9
Record of Cc1ccccc1CNC(=O)c1ccc(Cl)c([N+](=O)[O-])c1 : 0.0, -25.4
Record of O=[N+]([O-])c1cccc(-c2n[nH]c(=S)n2Cc2ccccc2)c1 : -0.2, 18.8
